# Screening data deposited in PubChem by several laboratories.
# mABHD4 FP – ABHD4 inhibitors, primary screen, biochemical, fluorescence polarization, mouse; (Lyso)-N-acylphosphatidylethanolamine lipase (Mus musculus), Q8VD66; inhibition, % at 8.92 µM; actives 0.54% (n = 370,000); AID 720543, 2013; purified mABHD4, FP-Rh probe fluorescence polarization;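 active = inhibition exceeding the mean over every tested compound plus 3 SD, cut at about 30% in these data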;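 also: 0% = plate median of compound wells and 100% = S159A mutant with DMSO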
#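 Assay system: Wild-type mouse ABHD4 protein | Medium: HEPES pH 7.0 buffer, 150 mM NaCl, 0.01% Pluronic F-127 | Incubation: Enzyme–compound pre-incubation 45 min, then probe 60 min, both 25 °C | Technique: Fluorescence polarization with parallel and perpendicular emission, 525/598 nm | Evaluation: % inhibition of FP-Rh probe binding versus controls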
# TCR-CD3 inh – inhibitors of human TCR-CD3 interaction, primary screen, biochemical, fluorescence, TAMRA-labeled TCR probe. T-cell receptor (TCR). inhibition, % at 9.4 µM. actives 0.37% (n = 360,000). AID 651800, 2012; in the data active = inhibition above about 19%;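 also: recombinant mutant TCR 2C K166C tagged with TAMRA read by polarization; 0% = receptor in buffer alone and 100% = receptor with positive control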
# UHRF1 MBD2 ctr – UHRF1 methylated DNA binding inhibitors, primary screen, counter-screen for MBD2 inhibitor project, biochemical, TR-FRET, human UHRF1, single concentration; E3 ubiquitin-protein ligase UHRF1 (Homo sapiens), Q96T88; UHRF1 binding to methylated oligo; inhibition, % at 4.4 µM; actives 0.75% (n = 370,000); AID 687016, 2013; in the data active = inhibition above about 21%;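 also: UHRF1 SRA domain binding a hemimethylated CpG hairpin DNA probe; 0% = median of test compound wells and 100% = reference inhibitor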
# HTRA1 inh – HTRA1 serine protease inhibitors, primary screen, biochemical, fluorescence polarization, HTS; actives 0.5% (n = 340,000); Q92743; recombinant HTRA1, FP-rhodamine activity-based probe; AID 504803, 2011; inhibition, % at 5.96 µM; in the data active = inhibition above about 36%;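 also: 0% = enzyme with DMSO and 100% = wells lacking enzyme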
# GC-B act – human GC-B receptor activators, primary screen, HEK293 GC-B cells, cGMP TR-FRET, EC30 CNP. Atrial natriuretic peptide receptor 2 (Homo sapiens), P20594. 0% at EC30 CNP, 100% saturating CNP. activation, % at 10 µM. actives 0.11% (n = 370,000). AID 1920062, 2024;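 active = activation at 10 µM reaching about 35% in either raw or pattern-adjusted values, limit read from the data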
# PRMT1 inh – PRMT1 methyltransferase inhibitors, primary screen, biochemical, fluorescence polarization; Protein arginine N-methyltransferase 1 (Homo sapiens), Q99873; actives 1.3% (n = 370,000); inhibition, % at 2.79 µM; recombinant PRMT1, activity-based probe fluorescence polarization; AID 652257, 2013;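 active = inhibition above about 21% made by adding two undisclosed values, limit read from the data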
# rCAG RNA binder – binders of r(CAG) RNA repeats, primary screen, biochemical, fluorescence. inhibition, % at 3 µM. r(CAG) RNA repeat, TO-PRO-1 dye displacement fluorescence. actives 1.3% (n = 370,000);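 active = inhibition above the plate cutoff, the mean of all test compounds on that plate plus 3 SD, cut at about 35% in these data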;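 also: 0% = DMSO alone and 100% = 100 µM mitoxantrone as full dye displacement; higher means more dye released from RNA so lower well fluorescence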
# GC-A act – GC-A stimulated cGMP production enhancers – HEK293 GC-A cells, cGMP TR-FRET, EC30 ANP, primary screen. Atrial natriuretic peptide receptor 1 (Homo sapiens), P16066. 0% at EC30 ANP, 100% saturating ANP. activation, % at 10 µM. actives 0.14% (n = 370,000); in the data active = activation above about 40%
# SIAE primary – human SIAE inhibitors, primary screen, biochemical, fluorescence polarization, FP-Rh probe, 1536-well HTS; actives 0.69% (n = 370,000); Sialate O-acetylesterase (Homo sapiens), Q9HAT2; AID 1053197, 2014; SIAE FP-Rh probe binding; inhibition, % at 9.66 µM;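 active = inhibition above a cutoff: mean of compounds within the control limits plus 3 SD of those, cut at about 17% in these data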;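 also: 0% = plate median of compound wells and 100% = probe without SIAE protein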
# Target sequence (Q9HAT2 whole entry, looked up): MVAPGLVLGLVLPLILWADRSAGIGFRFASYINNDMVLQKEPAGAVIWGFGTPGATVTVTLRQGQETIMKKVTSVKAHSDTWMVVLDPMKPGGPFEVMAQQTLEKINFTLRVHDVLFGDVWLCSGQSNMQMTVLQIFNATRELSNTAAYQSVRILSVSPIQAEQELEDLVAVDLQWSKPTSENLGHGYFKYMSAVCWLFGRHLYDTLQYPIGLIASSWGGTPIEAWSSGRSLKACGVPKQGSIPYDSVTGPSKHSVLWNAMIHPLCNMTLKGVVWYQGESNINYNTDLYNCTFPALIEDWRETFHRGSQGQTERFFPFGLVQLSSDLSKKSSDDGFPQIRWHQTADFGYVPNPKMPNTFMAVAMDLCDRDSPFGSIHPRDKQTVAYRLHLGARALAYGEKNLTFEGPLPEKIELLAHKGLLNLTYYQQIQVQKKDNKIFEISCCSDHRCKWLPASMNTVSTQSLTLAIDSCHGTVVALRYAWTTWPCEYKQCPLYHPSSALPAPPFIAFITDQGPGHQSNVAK
# MBD2 DNA inh – inhibitors of MBD2 binding to methylated DNA, primary screen, biochemical, TR-FRET, DNA-binding domain, human; actives 0.31% (n = 370,000); Methyl-CpG-binding domain protein 2 (Homo sapiens), Q9UBB5; AID 686964, 2013; inhibition, % at 4.4 µM; MBD2 binding to methylated oligonucleotide; in the data active = inhibition above about 13%
# Target sequence (Q9UBB5 whole entry, looked up, the tested form may be a part): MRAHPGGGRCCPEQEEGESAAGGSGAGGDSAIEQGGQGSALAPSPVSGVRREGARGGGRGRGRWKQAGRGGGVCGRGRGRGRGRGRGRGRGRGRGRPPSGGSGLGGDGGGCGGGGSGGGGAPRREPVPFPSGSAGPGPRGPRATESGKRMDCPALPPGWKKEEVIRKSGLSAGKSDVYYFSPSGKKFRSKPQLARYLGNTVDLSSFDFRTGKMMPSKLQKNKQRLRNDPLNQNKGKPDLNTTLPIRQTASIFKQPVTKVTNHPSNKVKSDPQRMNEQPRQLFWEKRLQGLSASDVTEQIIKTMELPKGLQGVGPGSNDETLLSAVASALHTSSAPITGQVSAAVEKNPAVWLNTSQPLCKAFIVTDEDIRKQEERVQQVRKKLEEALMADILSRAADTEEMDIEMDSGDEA
# An asterisk follows results filed as active; · = no result given.
SMILES,mABHD4 FP,TCR-CD3 inh,UHRF1 MBD2 ctr,HTRA1 inh,GC-B act,PRMT1 inh,rCAG RNA binder,GC-A act,SIAE primary,MBD2 DNA inh
C=CCN=C1CC(C)(C)CC(=O)/C1=C(\O)CCCN1C(=O)c2ccccc2C1=O,0,7,-1,2,5,-2,-6,-2,-5,-3
O=C(COc1ccccc1Cl)Nc1ccc(NC(=O)c2ccco2)cc1,2,-7,2,-17,0,5,-1,7,-9,-2
COc1cccc(CNc2ccc([N+](=O)[O-])c(NCC(=O)O)n2)c1,4,6,-4,-1,3,-2,1,0,3,-6
C[C@H](CO)N1C[C@H](C)[C@@H](CN(C)S(=O)(=O)c2ccc(-c3ccccc3)cc2)OCc2cn(nn2)CCCC1=O,3,2,-1,0,-1,2,1,5,3,-3
CC(NC(=O)C1=CC=CN2CCS(=O)(=O)N=C12)c1ccc(Cl)c(Cl)c1 (stereo not given),-10,7,-2,4,2,-4,1,-1,-2,1
CC1(OC(=O)C2CCCC2)C(=O)C=C2C=C(c3ccsc3)N(C(CO)CO)C=C2C1=O (stereo not given),10,-11,1,8,-5,3,1,-4,16,-6
Cc1onc(-c2c(Cl)cccc2Cl)c1C(=O)Nc1ccc(Cl)cn1,-22,-11,-2,-14,-9,2,-5,1,4,-3
CSc1ccc(/C=C/C(=O)c2ccc(NC(C)=O)cc2)cc1,-20,7,-3,-24,-1,4,9,1,-16,-4
CCCCn1c(N)c(N(CCC(C)C)C(=O)CSc2nncn2-c2ccccc2)c(=O)[nH]c1=O,-4,2,-1,-2,1,-2,0,-1,6,-4
COc1ccc(S(=O)(=O)N2CCOCC2)cc1NC(=O)CO/N=C/c1ccccc1OC(F)F,4,5,0,-4,3,-2,0,3,-1,-3
Cc1ccc(C)c(-n2c(=O)c(C#N)cc3c(=O)n4ccccc4nc32)c1,4,-2,0,-1,-2,3,0,3,-4,1
CCN(Cc1cccs1)C(=O)c1cccc(S(=O)(=O)N2CCN(C)CC2)c1,5,5,1,7,7,-6,-4,-4,2,-7
Cc1noc(C)c1S(=O)(=O)N1CCCC(C(=O)NCc2ccccn2)C1 (stereo not given),4,-5,2,6,-1,7,-2,2,-5,-1
Cc1cc(C)n2c(SCC(=O)Nc3ccc(F)cc3F)nnc2n1,3,7,0,-2,0,-2,-3,0,2,2
Cc1cccc(C2NC(=O)c3ccccc3O2)c1 (stereo not given),2,-6,3,2,-3,2,-6,-2,-1,4
CC(C)C(C)NC(=O)CN1C(=O)NC(C)(c2ccc3ccccc3c2)C1=O (stereo not given),-3,-8,5,-7,-3,1,-3,3,-2,3
O=C(CNC(=O)c1ccc(Cl)cc1)OCC(=O)N1CCCC1,-1,7,1,6,0,5,0,2,-7,3
FC(F)(F)c1cccc(NC(=S)Nc2ccc(Cl)cc2Cl)c1,5,1,-1,4,-4,-1,3,-1,5,-1
CS(=O)(=O)Nc1cccc(-c2ccc3nncn3c2)c1,3,0,2,·,-3,-4,2,10,-1,-1
C=CCC[C@@H](Cc1ccc(F)cc1)C(=O)OCCNC(=O)[C@H](CC=C)CC(=O)NCCO,3,-3,2,3,2,0,-3,5,-10,2
CCOc1ccc(N=C2SC(C(=O)Nc3ccccc3C#N)C(N)=C2C(=O)Nc2ccc(Cl)cc2)cc1 (stereo not given),-83,-7,0,-47,11,4,39*,-2,-80,5
Cn1c2ccccc2c2nnc(SCC(=O)NC3CC3)nc21,5,5,-6,6,-6,-2,2,7,1,-9
O=C1OC[C@@H]2CCCN2C(=O)[C@H](CC(=O)N(CCO)Cc2ccccc2)C/C=C\CC[C@H]1Cc1ccc(F)cc1,1,-12,0,-8,7,-2,-6,-1,8,-3
CN(CCc1ccccc1)C(=O)c1cccc(NC(=O)Cc2cccc(NC(=O)C3CCN(C(=O)C4CCCC4)CC3)c2)c1,-1,2,-3,-3,0,-1,4,1,-3,4
COc1ccc(C(=O)Nc2nnc(-c3ccco3)s2)cc1,2,-1,-4,2,-3,3,5,2,-9,2
COc1ccc2c(c1)OC13CCCCC1C2C(C(=O)c1ccccc1)C(=O)N3 (stereo not given),4,2,-3,1,-5,-1,2,-2,-2,3
COc1ccc(/C=C2\SC(=O)N(CCCC(=O)Nc3ccc(C(=O)O)cc3)C2=O)cc1,-3,-1,1,0,5,2,4,0,-1,-1
O=C(NNc1nc2ccccc2s1)Nc1ccc(F)cc1,38*,0,-1,7,3,-2,8,-1,13,0
COc1ccc(NC(=O)CN(C)C(=O)c2ccc(=O)[nH]c2)cc1,8,7,-1,3,2,-1,-1,-1,-2,-2
Cc1cc(C)cc(NCc2ccncc2)c1,0,-5,-1,8,-2,-1,-5,0,8,-6
COc1cc(NC(=O)[C@@H](NC(=O)c2ccco2)C(C)C)c(OC)cc1NC(=O)c1ccccc1,8,7,1,6,6,1,1,3,12,2
COc1ncnc2c1cnn2-c1ccccc1,7,-7,-2,13,·,-1,-1,·,1,2
CCOc1c(Cl)cc(CNCC(C)C)cc1Cl,-2,4,-2,1,4,-1,-3,0,-2,0
O=[N+]([O-])c1ccccc1S(=O)(=O)Nc1ccc(S(=O)(=O)Nc2nccs2)cc1,1,2,1,-2,6,2,4,5,1,-3
COc1ccccc1OCc1ccc(C(=O)N2CCOCC2)o1,0,-4,-2,2,0,-1,1,-3,20*,1
Cc1ccn(CCC(=O)NC2CCCc3c2cnn3-c2cccc(C)c2C)n1 (stereo not given),4,-3,13,1,8,4,-10,5,-4,5
CCCCOc1ccc(N(CC(=O)NCc2ccccc2)C(=O)c2csnn2)cc1,-5,2,1,-8,5,-2,2,0,1,-4
CCOc1ccc(-n2nc3ccc(N)cc3n2)cc1,5,0,-4,6,0,-4,11,4,6,-1
Cc1nn(-c2ccccc2)c(C)c1/C=N\N1CCN(Cc2ccccc2Cl)CC1,6,·,-2,·,-3,2,-1,1,1,-5
COc1ccc(-c2nc3c(Cl)cc(C(F)(F)F)cn3c2Cc2ccc(C)cc2)cc1OC,-9,4,5,·,21,3,13,13,-11,5
COc1cc(C)cc2oc(=O)c(CC(=O)N3CCN(C(=O)C4COc5ccccc5O4)CC3)c(C)c12 (stereo not given),-2,3,-4,-7,4,-3,-1,5,3,-4
Cc1ccc(C(=O)N2CCc3cc4c(cc3C2C)OCCCO4)cc1 (stereo not given),-1,-2,1,-8,-1,-1,-3,1,-4,0
CC(C)Oc1ccc(-c2nc(NCC3CCCO3)c3ccccc3n2)cc1 (stereo not given),0,4,5,-33,2,5,-4,14,-8,9
Cc1cc(C)c(NC(=O)COC(=O)C2=COCCO2)c(C)c1,-2,5,-1,2,0,-2,2,-1,6,-5
Cc1cc(=O)n2nc(N3CCC(C(=O)NCCc4ccccc4)CC3)sc2n1,6,0,1,-1,-2,-3,2,1,-1,0
CC(C)C1CC(CCN)(c2ccccc2)CCO1 (stereo not given),7,2,1,-2,-11,1,7,-13,-4,3
OC12CCCCC1C(c1ccc3c(c1)OCO3)N(Cc1cccc(F)c1)CC2 (stereo not given),-2,-5,2,-12,-28,-3,-1,-36,0,-1
O=C(NCc1ccccc1)c1cc(C2CCCCN2C(=O)c2ccc(Cl)cc2)on1 (stereo not given),-1,2,0,·,3,0,2,0,-1,1

# Some of the entries above, reformatted:
compound | mABHD4 FP | TCR-CD3 inh | UHRF1 MBD2 ctr | HTRA1 inh | GC-B act | PRMT1 inh | rCAG RNA binder | GC-A act | SIAE primary | MBD2 DNA inh
Cc1cc(C)c(NC(=O)COC(=O)C2=COCCO2)c(C)c1 | -2 | 5 | -1 | 2 | 0 | -2 | 2 | -1 | 6 | -5
CC(C)Oc1ccc(-c2nc(NCC3CCCO3)c3ccccc3n2)cc1 (stereo not given) | 0 | 4 | 5 | -33 | 2 | 5 | -4 | 14 | -8 | 9

# Continuation:
SMILES,mABHD4 FP,TCR-CD3 inh,UHRF1 MBD2 ctr,HTRA1 inh,GC-B act,PRMT1 inh,rCAG RNA binder,GC-A act,SIAE primary,MBD2 DNA inh
CCCCCCN1CCN(C2CN(Cc3cn(Cc4ccccc4)nn3)S(=O)(=O)C2)CC1 (stereo not given),3,4,5,·,-1,-4,-2,-2,10,-2
O=C(CSc1ncnc2[nH]ncc12)Nc1nc(-c2ccc(F)c(F)c2)cs1,-60,-1,1,-46,-2,-2,-7,13,-68,-3
O=C(OCn1nnc2ccccc2c1=O)c1cccnc1,-8,2,2,1,10,4,4,5,-4,9
O=C1CCCCCN1C(=O)c1cccc(C(=O)N2CCCCCC2=O)c1,-4,9,-1,10,2,-2,-1,0,0,1
CCOC(=O)c1sc(C)c2c1NC(C)(c1ccccc1)NC2=O (stereo not given),-2,0,-1,-12,-11,1,-7,-17,3,2
COC(=O)C1CN(Cc2cn(Cc3ccc(C)cc3)nn2)CCS(=O)(=O)N1Cc1ccc(Cl)cc1 (stereo not given),-1,·,15,·,-1,-2,6,-8,6,6
CCS(=O)(=O)N1CCCC(C(=O)NCc2ccc3c(c2)OCO3)C1 (stereo not given),-2,1,-1,5,3,-1,-1,0,6,-5
COc1ccc(C(=O)NCCSCc2ccc(Cl)cc2)cc1OC,1,0,0,0,-3,-1,-5,0,-10,3
Cc1ccc(CNC(=O)c2nn(C)c3c2CS(=O)(=O)c2ccccc2-3)cc1,-2,4,0,-5,3,-7,-3,2,-1,2
CCOC(=O)c1oc2c(CN3CCN(C)CC3)c(O)ccc2c(=O)c1-c1ccccc1OC,4,2,-2,4,-1,-4,3,2,-3,0
Cn1nc(C(=O)NNC(=O)CCc2ccccc2Cl)c2ccccc2c1=O,2,-3,-4,-1,0,-1,-3,-3,3,1
Cc1nnc2c3ccccc3c(-c3cccs3)nn12,0,3,-10,7,0,-2,0,4,1,-10
NNc1nc2cc3c(cc2s1)OCCO3,23,5,-3,26,4,7,20,2,9,-2
CCN(CC)CCCN(Cc1cc2cc3c(cc2[nH]c1=O)OCO3)C(=S)NCCOC,-11,-11,3,15,0,3,-8,5,-3,10
CC1=Nn2c(nnc2-c2ccc(F)cc2)SC1,1,1,-4,2,5,-2,1,6,-1,4
O=C(NCCNC(=O)c1cc(Cl)ccc1Cl)c1ccccn1,1,-3,2,-6,0,5,-2,0,3,-3
C=CCOc1c(Cl)cc(CNCCCN2CCOCC2)cc1OC,1,0,2,10,1,0,-3,3,0,2
O=C(CN(c1cccc([N+](=O)[O-])c1)S(=O)(=O)c1ccccc1)NCc1ccccc1,-1,0,1,-7,2,-4,1,-2,7,0
CN1CCN(/N=C/c2ccc(-c3ccc([N+](=O)[O-])cc3Cl)o2)CC1,11,-16,-9,1,-7,-3,-4,0,-4,-7

# Copied from the list:
# GC-A act, CC1=Nn2c(nnc2-c2ccc(F)cc2)SC1 = 6
# GC-A act, CN1CCN(/N=C/c2ccc(-c3ccc([N+](=O)[O-])cc3Cl)o2)CC1 = 0

# These rows are one share of the data, so the mix of outcomes need not match the whole.
